Compound activity (PubChem)
core dimer inh – inhibitors of HCV core protein dimerization, primary screen, biochemical, TR-FRET, high-throughput | TR-FRET GST/Flag-core106 dimerization, 1536-well | inhibition, % at 5 µM | actives 0.33% (n = 300,000);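 active means inhibition above the mean of all tested compounds plus 3 SD, set per screening campaign, cut at about 45% in these data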
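Assay system: GST-tagged and Flag-tagged HCV core protein residues 1-106 / Times: compound-protein-antibody incubation 4 h at 22.5 °C / Signal: time-resolved FRET, ex 340 nm, em 617 and 671 nm / Evaluation: % inhibition based on acceptor/donor emission ratio / Benchmarks: wells lacking GST-core106 and wells with excess unlabelled core106 / Repeats: singlicate, one well per compound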
AHR act – AHR activators, primary screen, cell-based, luminescence, luciferase reporter, human. activation, % at 5 µM. AHR-responsive luciferase reporter cells. Aryl hydrocarbon receptor (Homo sapiens), P35869. AID 2796, 2010. actives 2.5% (n = 320,000); in the data active means activation above about 47%;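 further: 0% = vehicle wells and 100% = reference agonist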
PP5 primary – PP5 phosphatase inhibitors, primary screen, biochemical, fluorescence. inhibition, % at 6.7 µM. AID 1987, 2009. purified PP5c, OMFP substrate fluorescence. actives 0.18% (n = 320,000);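 active means inhibition above the campaign's mean inhibition across all tested compounds plus 3 SD, cut at about 9.5% in these data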;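 further: 0% = DMSO only and 100% = 100 µM cantharidin control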
Target sequence (P53041 whole entry, looked up): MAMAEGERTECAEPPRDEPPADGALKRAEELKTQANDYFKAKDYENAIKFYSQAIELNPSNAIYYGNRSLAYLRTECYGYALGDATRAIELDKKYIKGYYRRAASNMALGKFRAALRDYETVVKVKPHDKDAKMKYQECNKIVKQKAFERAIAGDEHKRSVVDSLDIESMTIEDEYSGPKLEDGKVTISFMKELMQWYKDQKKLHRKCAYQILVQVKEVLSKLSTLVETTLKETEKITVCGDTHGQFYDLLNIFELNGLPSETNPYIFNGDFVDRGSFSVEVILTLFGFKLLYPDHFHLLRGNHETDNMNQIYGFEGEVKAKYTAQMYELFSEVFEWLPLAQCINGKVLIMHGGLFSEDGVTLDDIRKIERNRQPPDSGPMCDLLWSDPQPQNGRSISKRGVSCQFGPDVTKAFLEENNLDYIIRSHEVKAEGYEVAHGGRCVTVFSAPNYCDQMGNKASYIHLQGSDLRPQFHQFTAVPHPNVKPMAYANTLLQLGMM
TPT1 inh – Candida albicans TPT1 enzyme inhibitors, primary screen, biochemical, fluorescence polarization; tRNA 2'-phosphotransferase TPT1 (Candida albicans SC5314); recombinant caTPT1, FP RNA substrate dephosphorylation; inhibition, % at 5 µM; actives 0.81% (n = 300,000); AID 1962, 2009;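 active means inhibition above the mean of all tested compounds plus 3 SD, set per screening campaign, cut at about 24% in these data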;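 further: plate controls were DMSO alone for no effect and ferristatin control at 100 nM for full effect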
PAFAH2 FP inh – PAFAH2 enzyme inhibitors, primary screen, biochemical, fluorescence polarization, human; recombinant PAFAH2, FP-rhodamine activity probe; inhibition, % at 3.39 µM; Platelet-activating factor acetylhydrolase 2, cytoplasmic (Homo sapiens), Q99487; actives 0.99% (n = 340,000);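 active means inhibition above the mean over all tested compounds plus 3 SD, cut at about 30% in these data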;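 further: inhibitors block probe labeling of enzyme so polarization drops; 0% = enzyme with DMSO and 100% = wells lacking PAFAH2 protein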
CTSL1 counter – Fasciola hepatica cathepsin L1 inhibitors, primary screen, counter-screen for PFM18AAP inhibitor project, biochemical, QFRET, fluorogenic peptide substrate; actives 0.49% (n = 300,000); recombinant F. hepatica cathepsin L1, Z-Leu-Arg-MCA fluorescence; inhibition, % at 5.96 µM;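 active means inhibition above the mean of all tested compounds plus 3 SD, set per screening campaign, cut at about 17% in these data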;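 further: 0% = plate median of test compound wells and 100% = 1 µM Z-Phe-Ala-diazomethylketone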
procasp7 counter – procaspase-7 activators, primary screen, counter-screen for procaspase-3 activator project, biochemical, absorbance, HTS, human. Caspase-7 (Homo sapiens), P55210. recombinant procaspase-7, Ac-DEVD-pNA absorbance 405 nm; D23A/D198A/D206A triple mutant, cannot self-cleave; scale: DMSO 0, 5 µM enzyme 100. activation, % at 8.5 µM. actives 0.093% (n = 330,000). AID 463210, 2010;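 active means percent activation above the screen-wide mean plus 3 SD, cut at about 25% in these data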
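buffer or medium = Zinc-free HEPES/NaCl buffer, pH 7.4 | material = Procaspase-7 triple mutant (PC-7 D3A) | input = 2 µM procaspase-7 mutant as dispensed | signal = Epi-absorbance of released pNA at 405 nm, two timepoints | timing = 1 h preincubation, 2 h reaction | replicates = singlicate compound testing | evaluation = % activation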
proCasp3 act – activators of human procaspase-3 D3A mutant, primary screen, biochemical, absorbance, PC-3 D3A mutant, single concentration; Caspase-3 (Homo sapiens), P42574; recombinant procaspase-3 D3A, Ac-DEVD-pNA absorbance 405 nm; activation, % at 8.5 µM; actives 0.11% (n = 330,000);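 active means activation above the mean of all tested compounds plus 3 SD, cut at about 21% in these data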;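 further: 0% = DMSO alone and 100% = DMSO wells spiked with extra 5 µM PC-3 D3A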
Target sequence (P42574 whole entry D9A/D28A/D175A): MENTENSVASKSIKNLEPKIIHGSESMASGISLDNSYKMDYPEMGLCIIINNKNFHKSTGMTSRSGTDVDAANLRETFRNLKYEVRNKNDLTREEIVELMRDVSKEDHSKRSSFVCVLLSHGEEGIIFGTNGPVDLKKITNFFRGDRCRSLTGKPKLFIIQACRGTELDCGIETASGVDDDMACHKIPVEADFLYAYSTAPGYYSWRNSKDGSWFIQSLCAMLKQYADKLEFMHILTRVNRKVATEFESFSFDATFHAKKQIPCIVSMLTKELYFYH
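Evaluation: percent activation relative to control range; Material: Procaspase-3 D3A mutant, all three cleavage aspartates alanine; Compound: single dose, 8.5 µM nominal compound, 0.8% DMSO; Replication: one well per compound; Signal: absorbance at 405 nm, 0 and 120 min; Schedule: 1 h preincubation plus 2 h reaction at 25 °C.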
PP1 counter – PP1-alpha phosphatase inhibitors, primary screen, counter-screen for PP5 inhibitor project, biochemical, fluorescence, OMFP substrate, single point | Serine/threonine-protein phosphatase PP1-alpha catalytic subunit (Homo sapiens), P62136 | purified PP1alpha | inhibition, % at 6.7 µM | actives 0.9% (n = 320,000) | AID 2235, 2010;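 active means inhibition above the mean inhibition of all tested compounds plus 3 SD, computed separately for each screening campaign, cut at about 15% in these data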
Target sequence (P62136 whole entry, looked up): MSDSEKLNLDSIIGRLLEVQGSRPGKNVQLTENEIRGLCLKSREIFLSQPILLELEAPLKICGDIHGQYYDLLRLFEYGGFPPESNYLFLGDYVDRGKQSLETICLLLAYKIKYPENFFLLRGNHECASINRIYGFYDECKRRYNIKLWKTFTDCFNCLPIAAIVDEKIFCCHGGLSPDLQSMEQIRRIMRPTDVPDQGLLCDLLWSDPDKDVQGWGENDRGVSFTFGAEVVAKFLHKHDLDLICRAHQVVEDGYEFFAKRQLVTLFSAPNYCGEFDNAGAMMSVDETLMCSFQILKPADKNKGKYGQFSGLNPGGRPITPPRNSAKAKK
* marks the source's active call; other numbers are inactive results; · = no result given.

SMILES	core dimer inh	AHR act	PP5 primary	TPT1 inh	PAFAH2 FP inh	CTSL1 counter	procasp7 counter	proCasp3 act	PP1 counter
COc1cccc(/C=N/Nc2ccc(Cl)nn2)c1OC	-4.1	-4.7	1.9	-4.5	2.0	0.2	1.6	6.1	3.3
COc1ccc(C2=NS(=O)(=O)N(C)C(C(=O)Nc3ccc(C)cc3)=C2)cc1	8.4	17.3	0.2	-2.2	1.3	0.3	-2.2	10.7	1.3
CN(C)c1ccc(C2Nc3cccc4cccc(c34)N2)cc1	-23.7	23.5	-2.4	9.3	-1.6	2.0	-7.4	-5.4	0.3
Fc1ccc2nc(Nc3ccccc3)sc2c1	-4.4	26.0	3.9	-2.0	3.1	-1.4	-0.2	1.9	1.0
COc1ccccc1Nc1nc(N)nc(CSC(=S)N2CCC(C)CC2)n1	-10.9	21.7	7.3	-1.6	-1.9	-2.5	9.3	-1.7	0.3
O=C(NCCS(=O)(=O)N1CCN(c2ccccc2F)CC1)c1cccc(Br)c1	1.5	-0.1	-2.7	-1.4	-2.4	-0.2	2.2	3.6	-1.7
CN(CCOc1ccc(Cl)cc1)C(=O)C1=CC=CN2CCS(=O)(=O)N=C12	·	2.0	·	·	-4.4	·	-12.8	6.0	·
CN1CCN(C2Cc3ccc(F)cc3Sc3cc(F)c(Cl)cc32)CC1 (stereo unspecified)	-7.1	-1.7	4.5	-2.1	9.6	-0.6	-0.3	0.9	9.0
CC(=O)C1=C(C)Nc2ncnn2C1c1ccccc1F (stereo unspecified)	-6.6	-0.6	-3.2	-3.1	22.9	0.6	10.2	6.7	0.7
C=C(C)CN(CC)CCC(=O)Nc1ccc(OC)cc1OC	1.6	-2.4	-1.9	-0.7	-9.6	-2.5	13.6	-0.8	-0.9
Cc1c(/C=N\NC(=O)c2ccc(F)cc2)cnn1C	-6.3	4.7	0.1	-1.6	1.9	0.9	-0.5	8.1	0.5
COc1cc(N(C(=O)Cc2cccs2)C(C(=O)NC2CCCCC2)c2ccc(C)cc2)ccc1-n1cnnn1 (stereo unspecified)	7.1	-2.8	-0.3	-0.7	-3.9	1.8	7.2	-3.3	-3.1
O=C(CCc1ccccc1)Nc1cccnc1	0.0	6.3	0.5	-1.1	3.6	-0.1	14.1	-5.3	-2.1
O=C(NNC(=S)NC1CCCCC1)c1ccccc1O	-1.7	3.7	-0.1	-1.9	25.6	6.9	-2.3	2.9	0.2
CCCn1c(NC(=O)c2ccc(Br)cc2)nc2ccccc21	11.8	13.4	3.0	-1.8	-0.2	-1.6	-5.4	3.6	-2.4
CN(CC(=O)OCC(=O)c1c(N)n(C)c(=O)n(C)c1=O)S(=O)(=O)c1ccc(Cl)cc1	9.1	-0.4	2.6	-1.3	8.2	-32.1	13.4	9.2	-4.0
CCn1cnc2c1c(=O)n(CC(=O)O)c(=O)n2Cc1ccccc1	10.6	-1.3	0.3	-0.5	-0.4	1.8	2.7	1.9	-1.4
Cn1c(=O)c2c(nc(OCc3cccnc3)n2Cc2ccccc2)n(C)c1=O	1.3	33.2	3.5	4.1	5.5	-4.2	-10.0	3.7	10.3
CCC(C)N1C(=O)N(C)C2NC(=O)NC21 (stereo unspecified)	-1.0	-4.9	1.2	-2.0	3.5	-0.7	-1.8	-5.2	-1.1
Cc1cccc(NC(=O)c2ccc([N+](=O)[O-])o2)c1C	1.2	-1.7	-0.8	-2.0	-2.5	3.1	4.1	-2.9	-2.5
CC(=O)C(Sc1ncnc2sc3c(c12)CCCC3)C(C)=O	-0.4	9.2	-4.5	1.7	6.6	3.9	6.7	-6.3	-1.5
Cc1c(N/C=C(\Cl)C(=O)C(F)(F)F)c(=O)n(-c2ccccc2)n1C	-1.9	-1.6	1.1	1.3	1.7	-2.8	-13.8	-6.5	-6.4
CCCOc1ccc(Cn2ccnc2)cc1[N+](=O)[O-]	4.1	59.2*	-2.0	2.2	-1.0	-1.2	4.4	-8.6	-0.9
Cc1ccccc1OCC(=O)OCC(=O)NCC1CCCCC1	·	0.5	·	·	5.2	·	-4.1	-7.4	·
Cc1ccc2c(c1)N(S(=O)(=O)c1cc(-c3onc(C)c3C)ccc1C)CCO2	5.7	0.8	1.5	0.7	-2.8	4.2	8.2	4.7	-2.0

3 compounds from above, sorted by molecular weight, descending:
SMILES	core dimer inh	AHR act	PP5 primary	TPT1 inh	PAFAH2 FP inh	CTSL1 counter	procasp7 counter	proCasp3 act	PP1 counter
C=C(C)CN(CC)CCC(=O)Nc1ccc(OC)cc1OC	1.6	-2.4	-1.9	-0.7	-9.6	-2.5	13.6	-0.8	-0.9
O=C(NNC(=S)NC1CCCCC1)c1ccccc1O	-1.7	3.7	-0.1	-1.9	25.6	6.9	-2.3	2.9	0.2
CN(C)c1ccc(C2Nc3cccc4cccc(c34)N2)cc1	-23.7	23.5	-2.4	9.3	-1.6	2.0	-7.4	-5.4	0.3

Retrieved by structure from the entries so far, two records:
SMILES	core dimer inh	AHR act	PP5 primary	TPT1 inh	PAFAH2 FP inh	CTSL1 counter	procasp7 counter	proCasp3 act	PP1 counter
C=C(C)CN(CC)CCC(=O)Nc1ccc(OC)cc1OC	1.6	-2.4	-1.9	-0.7	-9.6	-2.5	13.6	-0.8	-0.9
CC(=O)C(Sc1ncnc2sc3c(c12)CCCC3)C(C)=O	-0.4	9.2	-4.5	1.7	6.6	3.9	6.7	-6.3	-1.5

(list continues)
SMILES	core dimer inh	AHR act	PP5 primary	TPT1 inh	PAFAH2 FP inh	CTSL1 counter	procasp7 counter	proCasp3 act	PP1 counter
CC1CCN(S(=O)(=O)N2CCC(C(=O)NCc3ccc4c(c3)OCO4)CC2)CC1	-1.3	-2.6	1.7	0.0	-2.8	-4.5	1.4	-1.9	-4.2
CCOc1ccc(N(CC(=O)Nc2ccc(C)cc2)S(=O)(=O)c2c(C)[nH]c(=O)[nH]c2=O)cc1	2.0	1.6	0.6	2.2	-6.0	-0.3	8.1	9.3	-1.8
CN(C)S(=O)(=O)c1ccc(C(=O)NC2CCCc3ccccc32)cc1 (stereo unspecified)	6.7	7.5	1.0	0.1	-1.6	-1.9	-2.5	2.1	-2.4
Cc1cc(=O)n(CCO)c(O)c1C#N	1.4	1.5	5.1	2.5	8.9	-8.4	8.1	-3.8	-1.7
CC(=O)c1cccc(NC(=O)NNC(=O)c2ccc3ccccc3c2)c1	6.2	1.7	1.9	-1.5	-4.7	2.8	-4.0	-3.6	-3.8
Cc1ccc(-n2nnnc2SCC(=O)c2cc(C)n(-c3cc(C)on3)c2C)c(C)c1	14.7	11.3	1.9	3.0	1.5	0.8	-12.6	-9.1	13.4
O=C(Oc1ccc(-c2nnco2)cc1)N1CCOCC1	-0.8	3.2	1.1	0.1	2.4	3.5	-8.7	5.1	-1.6
Cc1cc(F)ccc1S(=O)(=O)N1CCCOC1CNC(=O)C(=O)NCc1cccnc1 (stereo unspecified)	-1.0	2.1	4.5	0.9	8.1	-0.3	-1.4	4.3	-2.3
CCOc1ccc(CCNC(=O)C2CCCN(c3nn4c(=O)cc(C)nc4s3)C2)cc1OCC (stereo unspecified)	-1.2	2.8	-5.9	-0.7	3.3	2.5	0.0	0.8	3.7
CC(c1ccccc1)C(NC(=O)OCC1c2ccccc2-c2ccccc21)C(=O)O (stereo unspecified)	-0.5	4.3	3.4	-0.5	9.9	2.2	0.3	3.9	4.8
CN(CC(=O)Nc1ccccc1C(F)(F)F)C(=O)CSc1nnc(N)s1	·	-0.2	·	·	-1.3	·	-1.0	0.5	·
CC(Oc1ccc2ccc(=O)oc2c1)C(=O)c1ccccc1 (stereo unspecified)	-16.2	-1.8	0.2	2.6	-2.2	-0.3	-3.5	-7.5	-0.1
Cc1ccc(/C(O)=C2\C(=O)C(=O)N(C)C2c2ccccc2[N+](=O)[O-])cc1 (stereo unspecified)	-2.4	43.1	1.4	2.9	5.8	-6.8	-18.5	-1.0	-2.1
CCN(CC)CCCNC(=O)C1c2ccccc2C(=O)N(C)C1c1ccc(OC)cc1 (stereo unspecified)	-2.8	1.4	1.1	-1.5	-5.8	-0.7	6.4	10.2	2.8
COc1ccc2c(-c3ccccc3)cc(SCC(=O)N(C)C)nc2c1	5.8	2.2	3.0	1.8	5.1	1.0	-10.5	4.2	2.1
COc1ccc(NC(=O)CSCC(=O)Nc2sccc2C#N)cc1	22.4	27.3	0.7	13.2	9.3	2.6	0.5	2.6	-5.0
Cc1ccc(NC(=O)COC(=O)CCc2c(C)nc3ncnn3c2C)cc1C	·	0.8	·	·	-3.6	·	7.3	-4.7	·
COc1ccccc1N1CCN(C(=O)C(C)NC(=O)c2ccco2)CC1 (stereo unspecified)	·	2.7	-0.4	·	-2.9	·	-1.7	5.6	-1.0
CCOC(=O)c1c(S(=O)(=O)Nc2ccc(F)cc2C)c(C)n(C)c1C	0.2	-0.6	3.1	2.9	-4.0	-5.0	11.2	-1.8	5.8
O=C(Cc1c(F)cccc1Cl)Nc1ccccc1N1CCCCC1	-1.3	3.4	1.2	0.8	-5.7	-0.7	2.8	-3.8	1.5
CSc1ccccc1NC(=O)CN1CCCCC1	-1.9	0.0	0.8	-0.6	-5.7	3.4	4.6	-0.6	2.9
Cc1ccc(OCC(=O)N2CCN(C(=O)c3cccs3)CC2)cc1	-2.1	3.0	-0.3	2.7	3.1	1.2	-0.3	0.7	-5.3
O=C(O)c1ccc(O)c(N2C(=O)Nc3ccccc3N2O)c1	-13.3	1.8	-1.9	-2.7	4.7	0.2	6.2	-0.1	4.5
CCOc1ccccc1CN1CCN(Cc2ccon2)CC1CCO (stereo unspecified)	-0.6	2.0	1.1	-0.7	-6.8	6.9	2.7	9.2	-4.6
CCN(CC)S(=O)(=O)c1ccc(Cl)c(NC(=O)COC(=O)c2ccc([N+](=O)[O-])o2)c1	-8.9	-0.5	-0.1	1.1	5.0	-3.6	4.0	1.9	0.3
CN(C)S(=O)(=O)N1CCC(Oc2ccc(C(=O)N3C[C@H]4CC[C@H]3C4)cc2)CC1	-1.9	-0.1	1.7	-3.9	4.6	-2.1	-1.3	1.4	1.6
O=C(CN1CCCCC1)Nc1ccc(C(F)(F)F)cc1Cl	-2.8	3.0	1.7	0.6	7.7	-4.3	2.8	-1.9	-4.6

AHR act: what is marked active above.
smiles,core dimer inh,AHR act,PP5 primary,TPT1 inh,PAFAH2 FP inh,proCasp3 act
CCCOc1ccc(Cn2ccnc2)cc1[N+](=O)[O-],4.1,59.2*,-2.0,2.2,-1.0,-8.6
